# Bioassay records deposited in PubChem by several laboratories.
# PABP1 MLLE inh: inhibitors of PABP1 MLLE–PAM2 peptide binding, primary screen, biochemical, fluorescence polarization, FITC-PAM2, GST-MLLE. AID 588489, 2011. Polyadenylate-binding protein 1 (Homo sapiens), P11940. inhibition, % at 20 µM. 360,000 compounds, 0.36% hits; in the data active means inhibition above about 35%, passing the limit was not always enough;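 further: plate controls were DMSO wells with GST-MLLE for no effect and wells lacking GST-MLLE protein for full effect; some results filed as inactive read as strong as hits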
# MT1-MMP act inh: blockers of MT1-MMP proenzyme processing, primary screen, HT1080 RFP-PRO-GFP cells, GFP/RFP fluorescence; 360,000 compounds, 0.061% hits; GFP/RFP ratio change, % at 20 µM; Matrix metalloproteinase-14 (Homo sapiens), P50281; AID 651647, 2012; GFP/RFP ratio fluorescence, overnight; percent of plate control window, DMSO zero;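 active means GFP/RFP ratio change of at least 30% with cell ATP level not reduced by more than half and red fluorescence within 50% of control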; further: strong numbers were not always called active
#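 Assay system: HT1080 RFP-PRO-GFP cells | Dosing: 20 µM single dose, 1% DMSO | Incubation: Cells overnight before dosing, compound overnight, 37 °C, 5% CO2 | Evaluation: GFP/RFP fluorescence ratio | Control set: DMSO-only wells and HT1080 RFP-L50D-GFP cell wells as references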
# SKN-1 block: suppressors of acrylamide-induced Pgst-4::GFP reporter in worms, primary screen, SKN-1 inhibitor project, whole organism, uHTS, GFP/RFP fluorescence ratio, strain VP596; C. elegans VP596 Pgst-4::GFP/RFP ratio, 24 h; inhibition, % at 21.8 µM; 360,000 compounds, 0.49% hits;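 active means interference check ratio from 0.5 to 1.5 plus GFP to RFP signal ratio inhibition reaching or exceeding a fixed threshold, cut at about 30% in these data, passing the limit was not always enough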; further: some compounds called inactive have numbers as strong as hits
# eLon inh: inhibitors of E. coli Lon protease, primary screen, biochemical, fluorescence polarization. purified E. coli Lon protease. inhibition, % at 7.94 µM. 360,000 compounds, 0.42% hits. P0A9M0; in the data active means inhibition above about 13%, passing the limit was not always enough;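 further: 0% = enzyme with probe and DMSO and 100% = no enzyme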
# MsrA act: bovine MsrA enzyme activators, primary screen, biochemical, absorbance, HTS; Methionine sulfoxide reductase A (Bos taurus); purified bovine MsrA, absorbance read-out; activation, % at 10.6 µM; 360,000 compounds, 0.3% hits; AID 602163, 2012; in the data active means activation above about 7.5%;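 further: 0% = vehicle and 100% = reference activator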
# CendR NRP1 mod: modulators of CendR peptide binding to NRP-1, primary screen, biochemical, fluorescence polarization, uHTS. FAM-RPARPAR peptide binding to NRP-1. inhibition, % at 25 µM. 360,000 compounds, 0.85% hits. AID 602438, 2012;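 active means inhibition or corrected inhibition above about 18%, plus a signal ratio from 0.5 to 1.5, limit read from the data, passing the limit was not always enough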; further: strong numbers were not always called active
# Rin1 Abl inh: inhibitors of Rin1-Abl protein binding, primary screen, biochemical, TR-FRET; 360,000 compounds, 0.4% hits; inhibition, % at 7.35 µM; in the data active means inhibition above about 5%, passing the limit was not always enough
# Neddylation inh: inhibitors of cullin neddylation, primary screen, biochemical, TR-FRET, uHTS, NAE and Ubc12; calls only at 25 µM; 360,000 compounds, 0.58% hits; in the data active means inhibition above about 36%
# FAS-TE inh: FAS thioesterase domain inhibitors, primary screen, biochemical, fluorescence intensity, uHTS; 360,000 compounds, 0.67% hits; inhibition, % at 15 µM; AID 602261, 2012; Fatty acid synthase (Homo sapiens), P49327; recombinant FAS-TE, OMFH fluorogenic substrate, fluorescence endpoint;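 active means compounds whose normalised, plate-corrected inhibition of enzyme fluorescence in the single-dose primary screen is 50% or more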;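 further: 0% = DMSO with enzyme and 100% = substrate without enzyme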
# Active calls of the source: *; i = inactive; x = not tested or not shown. Hits appear at their usual frequency. Share with any hit: about 4%.
no.	Compound	PABP1 MLLE inh	MT1-MMP act inh	SKN-1 block	eLon inh	MsrA act	CendR NRP1 mod	Rin1 Abl inh	Neddylation inh	FAS-TE inh
1	O=C(NC1CCCCC1)C(c1cccnc1)N(C(=O)c1csnn1)c1ccccc1 (configuration not stated)	11	2	7	6	-2	-3	-1	i	-5
2	CCOC(=O)CSc1nnc(CNc2ccc(Cl)cc2)n1-c1ccccc1	-84	-2	3	-3	-11	7	0	i	5
3	CCCC(C)Sc1nc2c([nH]1)c(=S)n(C)c(=O)n2C (configuration not stated)	-132	7	-5	8	-11	-2	-3	i	-1
4	CN1CCN(C2Cc3ccc(F)cc3Sc3cc(F)c(Cl)cc32)CC1 (configuration not stated)	4	-8	-19	4	-3	-9	-2	i	21
5	COC(=O)N1N=C(c2ccccc2)CC1(O)C(F)(F)F (configuration not stated)	-5	5	8	-16	-2	2	3	i	-1
6	CCOc1ccc(OCC(=O)N2CCN(S(=O)(=O)c3ccccc3)CC2)cc1	6	5	-2	4	0	-6	-5	i	-3
7	COc1cc(OC)cc(C(=O)NNC(=O)c2ccc3c(c2)OCCO3)c1	0	3	0	-8	7	13	2	i	-5
8	O=C1/C(=C/c2ccc(N3CCCC3)cc2)NC(=S)N1C1CC1	118	-226	25	i	-1	126	-11	i	-45

# Other entries:
no.	Compound	PABP1 MLLE inh	MT1-MMP act inh	SKN-1 block	eLon inh	MsrA act	CendR NRP1 mod	Rin1 Abl inh	Neddylation inh	FAS-TE inh
9	CSc1c(CC(=O)Nc2ccccc2)n(Cc2ccccc2)c2ccccc12	2	-10	6	-9	3	-9	0	i	7
10	Cc1c(N=C/C=C/c2ccccc2)c(=O)n(-c2ccccc2)n1C	-2	-4	3	-7	-4	-19	2	i	-11
11	Cc1ccc(-c2cc(C(=O)N/N=C/c3c[nH]c4ccccc34)n[nH]2)o1	-9	0	19	1	-13	-4	0	i	1
12	O=[N+]([O-])c1ccc(OS(=O)(=O)Cc2ccccc2)cc1	7	0	-3	-4	-2	1	3	i	4
13	CN(CC(=O)Nc1ccccc1Cl)C(=O)c1cccc(-n2cccc2)c1	6	0	2	-4	-1	-5	-1	i	-1
14	COc1ccc(NC(=O)C2CC(=O)N(Cc3ccc(C)cc3)C2)cc1S(=O)(=O)N1CCCCC1 (configuration not stated)	-13	6	7	-2	1	1	1	i	-6
15	CCN1C(=O)/C(=C\N(C(C)=O)c2ccccc2)OC1=S	2	-2	14	-5	-5	-17	2	i	-3
16	CCCC1NC(=O)c2cc3ccccc3cc2-n2c1nc1ccc(F)cc1c2=O (configuration not stated)	17	-1	7	-7	0	3	1	i	22

# (listing goes on)
no.	Compound	PABP1 MLLE inh	MT1-MMP act inh	SKN-1 block	eLon inh	MsrA act	CendR NRP1 mod	Rin1 Abl inh	Neddylation inh	FAS-TE inh
17	CCCCN(CCCC)C(=O)CSc1nnc2n(C)c(=O)c3c4c(sc3n12)CCCC4	-79	0	-10	10	-1	20	5	i	18
18	C1CCc2c(nc3nnnn3c2NC2CCCC2)C1	-3	7	-4	-8	0	2	-3	i	-2
19	COc1cc(C(=O)Oc2ccc3c(c2)OCC3=O)cc(OC)c1OC	-4	4	7	10	-3	-4	-4	i	5
20	COC(=O)c1ccc(-c2ccc(Cl)cc2)nc1C	19	-2	51*	8	-2	-11	-3	i	8
21	CCOc1ccc(S(=O)(=O)N2CCN(c3ccccc3OC)CC2)c2cccnc12	8	5	18	-4	0	-2	-3	i	2
22	COC(=O)c1ccccc1Oc1ccc(NC(=O)C(C)(C)CCl)cc1	-6	2	10	1	-4	10	-2	i	9
23	CCOCCCNC(=O)C(c1ccc(C)cc1)N(Cc1cccs1)C(=O)CNC(C)=O (configuration not stated)	4	12	-8	7	-7	-2	1	i	-8
24	Cc1cccc(CSc2ncnc3ccccc23)c1	7	-2	4	1	-14	-2	2	i	27

# Next part.
no.	Compound	PABP1 MLLE inh	MT1-MMP act inh	SKN-1 block	eLon inh	MsrA act	CendR NRP1 mod	Rin1 Abl inh	Neddylation inh	FAS-TE inh
25	O=C(CCC(=O)N1CCCCC1)Nc1nnc(C2CCCCC2)s1	-3	2	-5	-1	-1	3	1	i	-5
26	Cc1oc2cc3oc(=O)c(CCC(=O)N(C)CC(=O)O)c(C)c3cc2c1C	2	2	6	1	-8	2	-2	x	-1
27	C=CCC1(CC=C)CCCN1C(=O)Cn1nnnc1CN(C)C(C)C	-7	0	-9	1	-3	4	1	i	-4
28	Cc1ccc(CCNC(=O)CN2C(=O)COc3ccc(S(=O)(=O)N4CCC(C)CC4)cc32)cc1	-12	-1	12	2	-7	7	-2	i	19
29	O=C1NC[C@H](Cc2ccc(O)cc2)N(CCc2cccc3ccccc23)C1=O	-4	0	5	-9	-2	8	-2	i	-10
30	O=C(CN(CC1CCCO1)C(=O)CNS(=O)(=O)c1ccc(Cl)cc1)NCCc1ccccc1 (configuration not stated)	-13	3	3	-5	-6	1	6	i	-6
31	CSC1=NCCN1C(=O)Cc1ccc(-c2ccccc2)cc1	-10	1	-8	9	-1	6	-3	i	13
32	CCCC(C(=O)NCc1ccco1)N(C(=O)CNS(=O)(=O)c1ccc(Cl)cc1)C1CCCC1 (configuration not stated)	3	1	6	-4	-3	-9	-3	i	14

# Further compounds.
no.	Compound	PABP1 MLLE inh	MT1-MMP act inh	SKN-1 block	eLon inh	MsrA act	CendR NRP1 mod	Rin1 Abl inh	Neddylation inh	FAS-TE inh
33	N#Cc1ccc(C23CC4(C2)[C@H](CN(Cc2ccc(-c5ccccc5)cc2)[C@@H]4c2ccccc2)C3c2ccc(Cl)nc2)cc1 (some centres not stated)	-24	-6	0	-9	-2	18	3	i	28
34	Cc1occc1C(=O)NC1CCCN(Cc2ccc(CC(C)C)cc2)C1 (configuration not stated)	0	4	2	-4	1	3	0	i	7
35	CC1CC(C)CN(C(=O)CSc2n[nH]c(N)n2)C1 (configuration not stated)	-4	1	6	-9	-1	3	1	i	-8
36	Cc1ccc(C(=O)CSc2ccccn2)cc1	21	5	24	-8	-4	5	-2	i	-3
37	C[C@H]1COC(=O)[C@H](Cc2ccc(F)cc2)CC/C=C/C[C@@H](CC(=O)N[C@@H](CO)Cc2ccccc2)C(=O)N1	11	-2	-7	-9	-4	23	2	i	-8
38	CC1=NN(c2ccccc2)C(c2ccco2)C1 (configuration not stated)	-2	-6	2	-10	-7	0	3	i	-5
39	O=c1oc(-c2ccc(Cl)c(Cl)c2)nn1-c1ccc(C(F)(F)F)cn1	-91	3	6	0	-1	4	-1	i	6
40	O=C(O)C1=C(OCc2ccccc2)C(=O)NCC1	-10	-3	2	8	-9	4	-1	i	-6

# Continued.
no.	Compound	PABP1 MLLE inh	MT1-MMP act inh	SKN-1 block	eLon inh	MsrA act	CendR NRP1 mod	Rin1 Abl inh	Neddylation inh	FAS-TE inh
41	CC(=O)c1ccc(OCc2cc(C(=O)NC(C)Cc3ccccn3)no2)cc1 (configuration not stated)	-9	-7	-1	2	-1	8	9	i	-3
42	O=C(Cc1ccc(Br)cc1)Nc1ccc(S(=O)(=O)NCC2CCCO2)cc1 (configuration not stated)	-4	-2	18	-1	-1	5	-1	i	3
43	O=C(CN1CCOCC1)N/N=C/c1ccc(-c2cccc(Cl)c2Cl)o1	-4	-3	4	2	1	-13	-3	i	11
44	CCOC(=O)Cc1csc(Nc2c(C)n(C)n(-c3ccccc3)c2=O)n1	8	4	9	4	-2	5	-2	i	-8
45	CC1(C)N=C(SCC(=O)Nc2ccc(Cl)cc2)C(c2ccccc2)=N1	29	0	24	3	-1	-7	1	i	0
46	COC(=O)[C@H](CCSC)NC(=O)N1CCN(c2cccc(C(F)(F)F)c2)CC1	11	-3	-4	-1	-11	-1	0	i	-2
47	NC(=S)Cc1ccccc1Cl	32	2	-16	7	-2	2	-5	i	-8
48	Cc1ccc(S(=O)(=O)NCCC(=O)Nc2ccc(C)cc2C(=O)c2ccccc2)cc1	-1	1	12	-6	-3	-4	0	i	13
49	O=C(OCCc1ccccn1)c1cccc([N+](=O)[O-])c1	8	4	8	-1	0	0	1	i	9
50	CCCCCn1c(C(C)NC(=O)CCC)nc2ccccc21 (configuration not stated)	-5	0	-13	-15	-3	-4	-3	i	-3
51	CCCCOc1ccc(C(=O)OCC(=O)N2CCCCCC2)cc1	5	0	11	1	1	7	2	i	7

# Gathered by group: those above containing four or more nitrogen atoms (10)
no.	Compound	PABP1 MLLE inh	MT1-MMP act inh	SKN-1 block	eLon inh	MsrA act	CendR NRP1 mod	Rin1 Abl inh	Neddylation inh	FAS-TE inh
1	O=C(NC1CCCCC1)C(c1cccnc1)N(C(=O)c1csnn1)c1ccccc1 (configuration not stated)	11	2	7	6	-2	-3	-1	i	-5
2	CCOC(=O)CSc1nnc(CNc2ccc(Cl)cc2)n1-c1ccccc1	-84	-2	3	-3	-11	7	0	i	5
3	CCCC(C)Sc1nc2c([nH]1)c(=S)n(C)c(=O)n2C (configuration not stated)	-132	7	-5	8	-11	-2	-3	i	-1
11	Cc1ccc(-c2cc(C(=O)N/N=C/c3c[nH]c4ccccc34)n[nH]2)o1	-9	0	19	1	-13	-4	0	i	1
17	CCCCN(CCCC)C(=O)CSc1nnc2n(C)c(=O)c3c4c(sc3n12)CCCC4	-79	0	-10	10	-1	20	5	i	18
18	C1CCc2c(nc3nnnn3c2NC2CCCC2)C1	-3	7	-4	-8	0	2	-3	i	-2
25	O=C(CCC(=O)N1CCCCC1)Nc1nnc(C2CCCCC2)s1	-3	2	-5	-1	-1	3	1	i	-5
27	C=CCC1(CC=C)CCCN1C(=O)Cn1nnnc1CN(C)C(C)C	-7	0	-9	1	-3	4	1	i	-4
35	CC1CC(C)CN(C(=O)CSc2n[nH]c(N)n2)C1 (configuration not stated)	-4	1	6	-9	-1	3	1	i	-8
44	CCOC(=O)Cc1csc(Nc2c(C)n(C)n(-c3ccccc3)c2=O)n1	8	4	9	4	-2	5	-2	i	-8
